Bioassay records as filed in PubChem BioAssay.
FEN1 inhibitor: qHTS Assay for the Inhibitors of Human Flap endonuclease 1 (FEN1); P39748; Recombinant FEN1 flap cleavage, fluorescence, 15 min; Potency, µM (highest dose often 114 µM), for the others: at the highest dose activity change, negative = inhibition, most hits filed as inhibitors; 390,000 tested, 0.35% active; further: nearly all actives have a fitted effect of over 65% in size
Target sequence (P39748 whole entry, looked up): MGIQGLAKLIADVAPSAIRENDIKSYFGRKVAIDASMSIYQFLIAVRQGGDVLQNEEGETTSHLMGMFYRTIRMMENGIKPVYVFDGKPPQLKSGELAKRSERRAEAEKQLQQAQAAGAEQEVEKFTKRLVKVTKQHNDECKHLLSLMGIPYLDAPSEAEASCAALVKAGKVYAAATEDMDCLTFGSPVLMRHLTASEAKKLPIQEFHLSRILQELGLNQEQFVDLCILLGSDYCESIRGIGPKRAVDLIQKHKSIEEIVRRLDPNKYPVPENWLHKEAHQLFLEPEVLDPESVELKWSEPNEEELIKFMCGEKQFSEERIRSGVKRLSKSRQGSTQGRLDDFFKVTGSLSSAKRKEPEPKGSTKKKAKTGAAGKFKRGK
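Enzyme 10 nM, 15 min RT preincubation with compound; start with substrate 50 nM final; reads at 0 and 15 min; qHTS titration, four-parameter Hill fit.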
DT40 TDP1 CPT: qHTS for Inhibitors of human tyrosyl-DNA phosphodiesterase 1 (TDP1): qHTS in cells in presence of CPT | chicken DT40 Tdp1-/-;hTDP1 cells + 20 nM CPT, ATP luminescence, 48 h | Potency, µM (titrated, usually from 46.2 µM), without a hit: top-dose activity change, negative = growth inhibition, most hits filed as inhibitors | 420,000 tested, 12% active; further: nearly all actives have a fitted effect of over 55% in size
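Cell growth measured by CellTiter-Glo luminescence after a minimum 48 h, 37 C compound exposure with 20 nM CPT in Tdp1-knockout DT40 cells stably expressing hTDP1, seeded 400/well; qHTS titration format.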
N370S GC: qHTS Assay for Inhibitors and Activators of N370S glucocerebrosidase as a Potential Chaperone Treatment of Gaucher Disease | AID 2101, 2009 | Potency, µM (doses to about 59.4 µM), inactives show top-dose activity change, negative = inhibition, actives largely listed as inhibitors | N370S GC spleen homogenate, 4MU-glucoside fluorescence | 330,000 tested, 0.092% active;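 further: 0% = full enzyme activity and -100% = no enzyme basal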
* hit, by the source's call; ? = inconclusive; . = no result given; & = joins results of further samples. The call rests on the fitted dose curve; in most records, active means well fitted curve in the direction sought with a large enough effect; inconclusive means small, poorly fitted or top-dose-only effect, or another doubt; inactive means no such curve, though single readings can be large; an effect the other way counts as inactive or inconclusive. Unless noted, on the % scale 0 is the no-effect control and ±100 the full control effect; potency means the concentration at half of the fitted maximal effect. Not all compounds are listed; count on the stated rates, not on these rows.

SMILES | FEN1 inhibitor | DT40 TDP1 CPT | N370S GC
C=CCOc1c(CNc2cccc(C(=O)O)c2)cccc1OC | -1% | -6% | -12%
COC(=O)c1cn(NC(=O)c2ccc([N+](=O)[O-])c(C)c2)c(=O)c2ccccc12 | -3% | 8% | ?
COc1cc(/C=C/C(=O)NC(=O)c2ccccc2O)ccc1OC(C)=O | 3% | ? | ?
CCC(=O)Nc1c(C)n[nH]c1C | -1% | -13% | 17%
O=C(CSc1ccccc1)Nc1ccc(-c2nc3ccccc3[nH]2)cc1 | -5% | 23µM* | -10%
CC(C)c1ccc(NC2CCCN(C(=O)CCc3cnn(C)c3)C2)cc1 (stereo unspecified) | 6% | 3% | 3%
COc1ccccc1-c1noc2ncnc(Nc3cccc(C)c3C)c12 | -19% | ? | -8%
CN(C)c1ccc(NC(=O)/C=C/c2ccccc2Cl)cc1 | -2% | ? | 7%
O=C(NCc1ccccc1F)C12CC3CC(CC(C3)C1)C2 | -1% | 4% | .
CSc1ccccc1C(=O)NC1CCCCCC1 | 7% | -26% | -3%
Cc1ccc2nc(-c3ccc(C)o3)c(NC3CCCC3)n2c1 | -1% | 11µM* | .
CSCC(=O)N1CCC(Oc2cccc(C(=O)NCc3ccccn3)c2)CC1 | -3% | -11% | -1%
COc1cccc(OCc2cc(C(=O)NCc3ccc4c(c3)OCO4)no2)c1 | 11% | ? | 5%
CCc1c(O)nc(SCC(=O)Nc2nc3ccccc3s2)n(-c2ccccc2)c1=O | -9% | 16% | -4%
CC1(C)C(=O)Nc2ccccc2N1C(=O)COC(=O)c1ccc(NC(N)=O)cc1 | -6% | ? | -6%
COc1ccc(CCNC(=O)c2ccc3nc(N4CCOCC4)sc3c2)cc1OC | -11% | ? | -6%
Cc1cc(C)cc(N(CCC#N)C(=O)COC(=O)c2nc3nc(C)cc(C)n3n2)c1 | -3% | -2% | 1%
COc1ccc(C2CC2C(=O)c2ccccn2)cc1 (stereo unspecified) | -8% | 11% | 1%
Cc1cc(=O)oc(C)c1C(=O)n1nc(C)c2c1C[C@@H]1[C@H]2C1(C)C | 4% | -21% | -3%
CCOc1cccc(C(=O)Nc2ccccc2N2CCN(C(=O)C(C)C)CC2)c1 | 5% | ? | 5%
COc1ccccc1Oc1nc(-c2cccnc2)nc2ccccc12 | -1% | ? | -4%
C=CCNc1nc(C(F)(F)F)nc2c1nnn2Cc1ccccc1Cl | -3% | ? | 2%
CN(C)Cc1nc2c(c(=O)[nH]1)C1(CCCCC1)Cc1ccccc1-2 | 11% | 18µM* | 3%
O=C(O)[C@@H]1CCCN1C(=O)COc1ccc2c3c(c(=O)oc2c1)CCC3 | 11% | 9% | 13%
Clc1ccc2nc(NCc3ccccc3)c3nncn3c2c1 | 4% | 11% | .

A stretch from the list above, as a working copy:
SMILES | FEN1 inhibitor | DT40 TDP1 CPT | N370S GC
CSc1ccccc1C(=O)NC1CCCCCC1 | 7% | -26% | -3%
Cc1ccc2nc(-c3ccc(C)o3)c(NC3CCCC3)n2c1 | -1% | 11µM* | .
CSCC(=O)N1CCC(Oc2cccc(C(=O)NCc3ccccn3)c2)CC1 | -3% | -11% | -1%
COc1cccc(OCc2cc(C(=O)NCc3ccc4c(c3)OCO4)no2)c1 | 11% | ? | 5%
CCc1c(O)nc(SCC(=O)Nc2nc3ccccc3s2)n(-c2ccccc2)c1=O | -9% | 16% | -4%

Going on with the list:
SMILES | FEN1 inhibitor | DT40 TDP1 CPT | N370S GC
COc1ccc(NC(=O)c2oc3c(c2C)-c2nn(Cc4ccccc4Cl)cc2CC3)cc1OC | 0% | 21µM* | .
CCOc1ccc(-n2c(-c3ccc(OC)cc3)c[n+]3c2CCCCC3)cc1 | 4% | 0.21µM* | 1%
O=C(O)CSc1ccc(Oc2ccc(SCC(=O)O)cc2)cc1 | 7% | -2% | 0%
COc1ccc(CCCc2n[nH]c(=S)o2)cc1 | 1% | -6% | 1%
C/C=C/C=C\C(=O)Nc1cccc(C2=NOC3(C2)C[C@H](C(N)=O)N(C(=O)/C=C/C)C3)c1 (stereo partly specified) | 0% | -7% | 4%
Cc1cc(C)c(NC(=O)Cn2ncc3ccccc32)c(C)c1 | 5% | 0% | -5%
CCn1c(C)nc2cc(S(N)(=O)=O)ccc21 | 5% | ? | -17%
Cn1c(=O)[nH]c(=O)c2c1nc(N1CCCCC1)n2CCCSc1nc2ccccc2s1 | 4% | 13µM* | 4%
CNC[C@@H](CC1CCCCC1)NC[C@H](CC(C)C)NCCc1cccc(C(F)(F)F)c1 | -15% | 5.2µM* | -22%
COc1ccccc1C(=O)NC(C)C(c1cccs1)N1CCN(C)CC1 (stereo unspecified) | 0% | -20% | -4%
O=C(CNS(=O)(=O)c1ccc(Br)s1)N1CCN(c2ccccc2F)CC1 | 14% | ? | .
COc1ccc(Cl)cc1S(=O)(=O)N1CCC(O)(c2ccc(Cl)cc2)CC1 | 2% | -10% | 7%
COc1ccc(CNC(=O)C2CCN(S(=O)(=O)c3c(C)noc3/C=C/N(C)C)CC2)cc1 | 8% | -2% | -4%
CC(Oc1ccc(Cl)cc1Cl)C(=O)N(Cc1ccco1)C1CCS(=O)(=O)C1 (stereo unspecified) | 15% | -27% | 1%
Cn1c(SCC(=O)Nc2ccc(N3CCOCC3)c(Cl)c2)nnc1C(O)c1ccccc1 (stereo unspecified) | -2% | -21% | -1%
Cc1ccc(S(=O)(=O)N2CCN(Cc3nc4sc5c(c4c(=O)[nH]3)CCCC5)CC2)cc1 | -9% | ? | 11%
CCC(=O)c1ccc(OCC(=O)Nc2ccc3c(c2)OCCO3)cc1 | -4% | -19% | .
Cc1c(NC(=O)CCC(=O)N2CCCCC2)c(=O)n(-c2ccccc2)n1C | 12% | 16% | -20%
O=C(O)CNC(=S)N(Cc1ccc(F)cc1)C1CCCCC1 | 3% | 13% | 3%
COC(=O)c1ccc(CNC(=O)CCNC(=O)c2ccco2)cc1 | -13% | -11% | .
Cc1ccc(Cn2nnnc2CN2CCC(O)(c3ccccc3F)CC2)cc1 | -9% | -13% | 5%
CN1CCC(=O)N(CCSc2ccccc2)CC1 | 23%&-4% | 9%&-8% | -5%
O=C(COC(=O)c1ccc(Cl)cc1[N+](=O)[O-])NC(=O)c1ccccc1 | -8% | -7% | -5%
O=C(Nc1ccc(CN2CCOCC2)cc1)c1ccc(-c2cc(Cl)ccc2Cl)o1 | -1% | ? | -14%
COc1ccc2c(c1)cc1n2CCN=C1NN | 13% | -16% | 8%

Full records from above. Screens in order: FEN1 inhibitor, DT40 TDP1 CPT, N370S GC
Shown for `CN(C)Cc1nc2c(c(=O)[nH]1)C1(CCCCC1)Cc1ccccc1-2` → 11%, 18µM*, 3%
Shown for `CC(C)c1ccc(NC2CCCN(C(=O)CCc3cnn(C)c3)C2)cc1` (stereo unspecified) → 6%, 3%, 3%
Shown for `COc1ccccc1C(=O)NC(C)C(c1cccs1)N1CCN(C)CC1` (stereo unspecified) → 0%, -20%, -4%
Shown for `Cc1cc(=O)oc(C)c1C(=O)n1nc(C)c2c1C[C@@H]1[C@H]2C1(C)C` → 4%, -21%, -3%

Additional results.
SMILES | FEN1 inhibitor | DT40 TDP1 CPT | N370S GC
COc1ccc(C)cc1-n1c(-c2ccc(C)cc2)cc2c1CC(C)(C)CC2=O | 13% | 8.2µM* | .
O=C(NCc1ccccc1)c1ccc(COCC(F)(F)F)o1 | -7% | -8% | 5%
CCOc1ccc(S(=O)(=O)N2CCc3cc(OC)c(OC)cc3C2)cc1 | ? | -25% | -1%
O=C(NC1CC(=O)N(c2ccc(F)cc2)C1)C1CCCCC1 (stereo unspecified) | 1% | 9% | .
O=C(Nc1ncc2c(n1)-c1ccccc1OC2)c1ccc(Cl)cc1 | 7% | -19% | 19%
Cc1noc(C)c1C(=O)N1CCN(C(=O)c2sc3cc(Cl)ccc3c2Cl)CC1 | 9% | ? | 1%
O=C(NNC(=O)C1CCN(Cc2cccc(F)c2)CC1)c1cccc(Cl)c1 | 6% | -18% | -8%
O=C(CSc1nc2ncc(Cl)cc2[nH]1)NCC(=O)Nc1ccc(F)c(F)c1F | 1% | -7% | -18%
Cn1cc([N+](=O)[O-])c(C(=O)NNC(=O)c2ccc([N+](=O)[O-])cc2Cl)n1 | 13% | -14% | -4%
O=C(c1ccccc1)c1cccc2ccccc12 | -17% | 3% | .
CCOC(=O)c1ccccc1NC(=O)Cn1cnc2c(oc3ccccc32)c1=O | 3% | 7% | 7%
COc1ccc(S(=O)(=O)Nc2ccc3oc4c(c3c2)CCCC4)cc1 | -5% | ? | .
NC(=O)c1sc2nc3c(cc2c1N)CCCCCC3 | -14% | ? | 1%
CCc1noc(C)c1C(=O)NCCc1ccc(F)cc1 | -2% | 2% | -23%
CC1Sc2ccc(S(=O)(=O)N3CCC(C(=O)NCc4ccc(Cl)cc4)CC3)cc2NC1=O (stereo unspecified) | 0% | 16µM* | -11%
CCN1CCc2nc(NC(=O)c3cc(F)c(F)cc3Cl)sc2C1 | -8% | 3% | 2%
O=C(CCc1nnc2n(Cc3ccc(F)cc3)c(=O)c3ccccc3n12)NCCN1CCOCC1 | 15% | -30% | -8%
CN(C)CCCNC(=O)C(=O)Nc1cc2c3c(c1)CCC(=O)N3CCC2 | 4% | -3% | 1%
Cc1cc(C)n(-c2cc(N3CCN(S(=O)(=O)c4ccc(Cl)cc4)CC3)ccc2[N+](=O)[O-])n1 | -3% | 7.3µM* | -7%
Cc1ccc(Cl)cc1N1CCN(C(=O)COc2ccc3c(c2)CCC3)CC1 | -20% | -4% | 9%
COc1ccccc1NC(=O)c1nnn(Cc2ccccc2)c1NC(=O)C(F)(F)F | -1% | ? | 2%
Cc1cc(Br)c(NC(=O)COn2nnc3ccc(S(C)(=O)=O)cc32)c(Br)c1 | -6% | 5% | -4%
Cc1cc(Br)c(NC(=O)CCl)c(Br)c1 | 2% | -50% | 4%
O=C(CCCn1nnnc1CN1CCOCC1)N1CCN(c2ccccc2F)CC1 | 2% | -9% | -1%
CCn1ncc(Cl)c1C(=O)NC(=S)Nc1ccccc1Br | -9% | 2% | 27%
Later entries
SMILES | FEN1 inhibitor | DT40 TDP1 CPT | N370S GC
Cc1ccc(NC(=O)CN(C)S(=O)(=O)c2cccc3cccnc23)cc1C | -7% | ? | 0%
Cn1nc(C(=O)NC2CCCCCC2)ccc1=O | 6% | -5% | 8%
CC[C@]12c3[nH]c4ccc(Cl)cc4c3CCN1C(=O)[C@@H](CC(=O)NCc1ccco1)C[C@@H]2C(=O)N1CCN(C(=O)c2ccco2)CC1 | 11% | 16µM* | .
CCOc1ccc(N(C(C)C(=O)NC(C)CC)S(C)(=O)=O)cc1 (stereo unspecified) | 5% | -8% | 3%
O=C(O)c1ccc(NCc2cccc(Br)c2)cc1 | -4% | -7% | 4%
Cc1ccc(NC(=O)CC2S/C(=N/N=C/c3ccco3)NC2=O)cc1Cl (stereo unspecified) | 7% | 11% | -2%
COc1ccc(/C=N/NC(=O)c2[nH]ncc2Br)c(OC)c1 | 4% | -12% | 2%
Cc1nnc(N2C(=O)C(=O)/C(=C(/O)c3ccc4c(c3)CC(C)O4)C2c2ccccc2F)s1 (stereo unspecified) | 1% | -26% | -4%
CCCc1cc(=O)[nH]c(SCC(=O)Nc2c(C)n(C)n(-c3ccccc3)c2=O)n1 | 5% | -2% | .
Cc1ccc2nc(NC(=O)C3CCN(S(=O)(=O)c4cccs4)CC3)sc2c1 | -1% | 23µM* | -13%
Cc1ccc(-n2ncc3c(Nc4cccc(C(F)(F)F)c4)ncnc32)cc1C | 15% | 21µM* | .
CCC(CC)c1nc(C(N)=O)c2[nH]c(=O)n(-c3ccc(OC)c(OC)c3)c2n1 | -7% | -1% | -7%
Cc1ccc(S(=O)(=O)C2CS(=O)(=O)CC2O)cc1 (stereo unspecified) | 6% | 1% | -8%
Cn1nnnc1NCc1cccc(Cl)c1 | 1% | -15% | 6%
CC(=O)c1cc(C#N)c(SCc2ccccc2C#N)nc1C | 6% | -3% | 10%
O=C(Nc1cccc(Cl)c1)c1cc(-c2ccc3c(c2)OCCO3)on1 | -1% | ? | .
COc1cc(O)c(C(CCN2CCOCC2)c2ccc(N(C)C)cc2)c(OC)c1 (stereo unspecified) | 9%&2% | 15µM* | -8%&-6%
O=C(CSc1nc(C(F)(F)F)cc(=O)[nH]1)Nc1cccc2ccccc12 | -1% | -2% | 1%
Cc1ccc(S(=O)(=O)N2CCCOC2CNC(=O)C(=O)NC2CCCCC2)cc1 (stereo unspecified) | 7% | 9% | -17%
COc1cc(N)c(Cl)cc1C(=O)OCC(=O)Nc1ccc(N2CCOCC2)cc1 | -18% | -17% | .
CCOc1ccc(C2C(C(=O)Nc3ccccc3)=C(C)Nc3nc(SCc4cc(C)ccc4C)nn32)cc1 (stereo unspecified) | 3% | -5% | .
CCCC(CCC)c1nc2ccncc2[nH]1 | 6% | -26% | -14%
CCOC(=O)N1CCc2c(sc(NC(=O)CN(CC)CC)c2C#N)C1 | -4% | -26% | -9%
